HT1080 viability: HT1080 cell viability loss – fluorescence readout (AID 620); HT1080 viability, fluorescence; higher % means a stronger effect; one-dose cytotoxicity, % at 10 µM; EC50 in µM for titrated hits; 0.42% of 87,000 active;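 also: cells exposed to compound overnight then 4 h with Alamar Blue; 0% = vehicle DMSO and 100% = killing control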
Spn PMK inh: inhibitors of Streptococcus pneumoniae phosphomevalonate kinase. 0.49% of 65,000 active. purified PMK, PK/LDH-coupled NADH absorbance 340 nm. inhibition, % at 10 µM;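 active = top-ranked compounds by inhibition in the single 10 µM screen, taking a fixed number of the strongest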;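 also: 0% = full reaction with DMSO carrier and 100% = background rate without enzyme reaction; no value below 0 was filed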
HPDE-C7K KRASV12: cytotoxicity in KRAS-transformed pancreatic duct cells, primary screen, cell-based, fluorescence, HTS (AID 431) | HPDE-C7K KRASV12 cells, Alamar Blue viability, 48 h; higher % means a stronger effect | cytotoxicity, % at 10 µM; hits with a dose series show EC50 in µM | 1.7% of 63,000 active;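 active = compounds whose percent cytotoxicity in the single-dose primary screen, scaled between solvent and toxic-drug controls, exceeds 50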;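 also: 0% = DMSO solvent wells and 100% = doxorubicin-treated wells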
HPDE-C7 viability: cytotoxicity in HPDE-C7 cells, cell-based, fluorescence, HTS (AID 430). cytotoxicity, % at 10 µM, or EC50 in µM where a hit was titrated. HPDE-C7 pancreatic duct cells viability, fluorescence; higher % means a stronger effect. 1.8% of 63,000 active;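 also: cells exposed to compound for 48 hours before viability readout; 0% = vehicle and 100% = reference cytotoxic drug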
DPM-DC inhibit: S. pneumoniae DPM-DC inhibition; 0.49% of 65,000 active; AID 556; calls only at 10 µM; purified DPM-DC, PK/LDH coupled NADH fluorescence;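 active = the 320 compounds with the highest percent inhibition in the single-dose primary screen, excluding strongly autofluorescent ones, cut at about 32% in these data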;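 also: kinetic rate of NADH fluorescence loss reporting ADP formed by the decarboxylase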
Alkaline phosphatase: inhibition of tissue-nonspecific alkaline phosphatase – biochemical, luminescent (AID 518). inhibition, % at 20 µM; hits with a dose series show IC50 in µM. 0.09% of 64,000 active. purified TNAP enzyme, luminescent substrate readout; higher % means a stronger effect; in the data active = a potency from the dose series; inactive = the rest, 99 in 100 with inhibition below about 22%;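 also: plate controls were vehicle for no effect and reference inhibitor for full effect; many of its hits are not listed in these tables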
LYP phosphatase: inhibition of human PTPN22 tyrosine phosphatase – biochemical, DiFMUP fluorescence, recombinant catalytic domain, 10 µM, primary screen (AID 606) | recombinant LYP catalytic domain, DiFMUP fluorescence; higher % means a stronger effect | one-dose inhibition, % at 10 µM; IC50 in µM for titrated hits | 52,000 tested, under 10 active;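 active = IC50 under 40 µM in the dose-response test; inactive = IC50 of 40 µM or more, or never dose-tested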
Bfl-1 inhibitors: displacement of Bid BH3 peptide from Bfl-1 – biochemical, fluorescence polarization, FITC-Bid, mouse, primary screen (AID 432); FITC-Bid BH3 peptide fluorescence polarization displacement; higher % means a stronger effect; displacement, % at 20 µM, or IC50 in µM where a hit was titrated; 0.02% of 64,000 active; in the data active = a potency from the dose series; inactive = the rest, 99 in 100 with displacement below about 15%; also: strong numbers were not always called active
MK inhibit: inhibitors of Streptococcus pneumoniae mevalonate kinase; purified MK, PK/LDH-coupled NADH absorbance 340 nm; inhibition, % at 10 µM; 0.48% of 65,000 active;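 active = ranked among the strongest by inhibition in the single 10 µM screen, a fixed top-ranked set picked for dose follow-up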; also: no value below 0 was filed
Spn PMK inh pilot replicates: also measured in Spn PMK inh; calls as there; inhibition, %; measured here: pilot screen replicates
MK inhibit pilot replicates: also measured in MK inhibit; calls as there; inhibition, %; measured here: pilot screen replicates
DPM-DC inhibit pilot screen %: also measured in DPM-DC inhibit; calls as there; inhibition, %; measured here: pilot screen trials
Active calls of the source: *; i = inactive; . = no result given. Rule as the data show it, unless noted: active = cytotoxicity above about 50%; inactive = the rest.

SMILES | HT1080 viability | Spn PMK inh | HPDE-C7K KRASV12 | HPDE-C7 viability | DPM-DC inhibit | Alkaline phosphatase | LYP phosphatase | Bfl-1 inhibitors | MK inhibit | others
COC(=O)c1ccccc1NC(=O)c1noc2c1CCC2 | 6% | 9 | 8% | -4% | i | 16% | . | 18% | 6 | Spn PMK inh pilot replicates=5.0;MK inhibit pilot replicates=1.0;DPM-DC inhibit pilot screen %=5.5
O=C(CCNS(=O)(=O)c1cccc2nonc12)NCCc1ccc(Cl)cc1 | -4% | 0 | 0% | 2% | i | 11% | 6% | 1% | 7
Cc1nc(Nc2ccc(S(N)(=O)=O)cc2)oc1C | -5% | 7 | -17% | -4% | i | 6% | 7% | 3% | 0
CN(C)S(=O)(=O)c1ccc(C(=O)Nc2ccccc2C(=O)O)cc1 | 12% | 9 | 24% | 14% | i | 17% | 12% | 7% | 6 | Spn PMK inh pilot replicates=1.5;MK inhibit pilot replicates=1.0;DPM-DC inhibit pilot screen %=3.0
CCCNc1nc2c(c(=O)[nH]c(=O)n2C)n1Cc1cccc(Br)c1 | 7% | 2 | 2% | -13% | i | 5% | 35% | -4% | 6
CCn1c(CSc2nnc(-c3ccc4c(c3)OCO4)o2)nc2cc(S(=O)(=O)N(C)C)ccc21 | . | 15 | 11% | 4% | i | 13% | . | 2% | 1
COC(=O)c1ccccc1NC(=O)CN(CCc1ccccc1)S(C)(=O)=O | -5% | 8 | -15% | -11% | i | 17% | -5% | -4% | 10
N#CCSc1nnc(COc2cccc3ccccc23)n1-c1ccccc1 | -5% | 8 | 42% | 38% | i | 5% | . | -1% | 11
COc1ccc2nc(N3CCC(O)CC3)c(C#N)cc2c1 | -6% | 21 | 1% | 0% | i | -10% | 0% | 19% | 10
Cc1cc(OCC(=O)O)c2ccccc2n1 | -2% | 11 | -4% | 2% | i | 1% | -1% | -7% | 9
COc1cc(C(=O)Nc2c(C)cc(C)cc2C)c(-n2cnnn2)cc1OC | 0% | 2 | -14% | -15% | i | 1% | 6% | 1% | 4
COC(=O)C1=C2SC(C)C(=O)N2C(N)=C(C#N)C1c1ccc(OC)c(OC)c1 (stereo not drawn) | -10% | 5 | -15% | -13% | i | 12% | 6% | 0% | 0
C=CCc1ccccc1OCC(O)CN1CCN(C(=O)OCC)CC1 (stereo not drawn) | -4% | 20 | -2% | -2% | i | 5% | 6% | -5% | 4
Cc1ccc(C)c(N2CCN(C(=O)CCc3nc4ccccc4[nH]3)CC2)c1 | -1% | 7 | -2% | -11% | i | -10% | 2% | 5% | 12
COc1cc(S(=O)(=O)N2CCC(N3CCCCC3)CC2)ccc1-n1cnnn1 | -6% | 19 | 13% | 9% | i | 5% | 9% | 9% | 0 | Spn PMK inh pilot replicates=0.0;MK inhibit pilot replicates=0.0;DPM-DC inhibit pilot screen %=0.0
O=C(Nc1ccccc1C(=O)O)c1ccc(Cl)c(S(=O)(=O)N2CCOCC2)c1 | -7% | 8 | 6% | -1% | i | 5% | -9% | -13% | 10
Cc1cccc(N2CC(=O)N(c3cccc(C)c3)CC2=O)c1 | 0% | 3 | 0% | -2% | i | 12% | . | 2% | 0
COc1ccccc1CNC(=O)CNC(=O)Cn1cnc2ccccc2c1=O | -3% | 8 | -11% | -8% | i | 7% | 1% | 5% | 0
CC(=O)Nc1ccc2oc(-c3cc(F)c(F)cc3Cl)nc2c1 | . | 2 | 14% | 11% | . | 7% | 7% | -4% | 6
CC(C)CN(C(=O)COC(=O)c1ccc2c(c1)NC(=O)CS2)C1CCS(=O)(=O)C1 (stereo not drawn) | -2% | 16 | 1% | -1% | i | 5% | -4% | 1% | 5
Cc1cc(C)n(CCOC(=O)c2sc3ccccc3c2Cl)n1 | 0% | 9 | -10% | -10% | i | -3% | . | 0% | 4
O=S(=O)(c1cccs1)N1CCC(Cc2ccccc2)CC1 | 2% | 0 | -7% | 0% | i | 1% | 10% | 2% | 1
CCc1nnc(NC(=O)Cn2nnc(-c3ccccc3F)n2)s1 | 3% | 8 | -1% | 2% | i | 2% | -11% | -2% | 0
O=C(C1CC1)N1CCc2cc(Br)cc(S(=O)(=O)NCc3ccc4c(c3)OCO4)c21 | -1% | 1 | 1% | -3% | i | 18% | . | -2% | 0
CCCCCCN1CC(O)=C(c2nc3ccccc3[nH]2)C1=N | -8% | 13 | 10% | 8% | i | 2% | 4% | 3% | 0
CCn1c(NCCc2ccc(OC)c(OC)c2)nc2c1c(=O)n(C)c(=O)n2C | 14% | 12 | -6% | 0% | i | 19% | 10% | 0% | 9
COC(=O)c1ccc(C(=O)OC)c(NC(=O)COc2ccccc2OC)c1 | -2% | 7 | 4% | 6% | i | 10% | 2% | 5% | 8
Cn1c(=O)n(Cc2ccccc2)c(=O)c2c1nc1n2CCCN1Cc1ccccc1 | -2% | 8 | 7% | -2% | i | 11% | 2% | -8% | 11
O=C(Nc1ccc(Cl)cc1)c1ccsn1 | -6% | 17 | 6% | -9% | i | 4% | 4% | -4% | 1
CCC/C(O)=C1\C(=O)CC(C)(C)CC1=NCCO | 29% | 11 | -1% | 5% | i | 11% | 16% | 3% | 10
COCCN(CCOC)S(=O)(=O)c1ccc(C(=O)Nc2nnc(C)o2)cc1 | 2% | 11 | -7% | -6% | i | 3% | 9% | -2% | 2
O=C(Nc1cccc2nsnc12)C1CC(=O)N(c2ccccc2)C1 (stereo not drawn) | 9% | 15 | -23% | -39% | i | 13% | -25% | -1% | 3
CCCS(=O)(=O)N1CCN(c2ccccc2F)CC1 | -1% | 0 | -10% | -20% | i | 8% | 7% | -3% | 4
CCOCCn1c(CN2CCOCC2)nc2c1c(=O)[nH]c(=O)n2C | 1% | 7 | 0% | 2% | i | 9% | 9% | 0% | 0
CCOc1ccc(-c2cc(C(=O)N3CCN(c4ccccn4)CC3)c3ccccc3n2)cc1 | 52%* | 12 | 53%* | 57%* | i | 13% | 6% | -7% | 0 | Spn PMK inh pilot replicates=3.5;MK inhibit pilot replicates=1.5;DPM-DC inhibit pilot screen %=7.5
C=CCn1c(=N)n(CC(=O)OCC)c2ccccc21 | 4% | 14 | 8% | 1% | i | 6% | 8% | -6% | 4
CCOC(=O)c1ccc(CSc2nncn2N)o1 | . | 0 | 17% | -1% | i | 8% | . | -2% | 12
O=C(NC1CCCCC1)N1CCC(c2nc3ccc(Cl)cc3[nH]2)CC1 | 4% | 9 | 7% | 11% | i | 7% | 7% | -7% | 4
Cc1cc(Nc2cc(C(=O)O)ccc2C)n2ncnc2n1 | 5% | 0 | 3% | -4% | i | 0% | 3% | 1% | 2
Nn1cnn(Cc2ccccc2)c1=S | 1% | 18 | -14% | -9% | i | 3% | . | -8% | 7
COC(=O)c1cc(OC)c(OC)cc1NC(=O)Nc1ccccc1OC | -8% | 13 | -1% | 0% | . | 10% | 13% | 3% | 15
CCNc1nc(SCc2ccccc2)nc(N2CCOCC2)n1 | 0% | 0 | 14% | -9% | i | 12% | . | -4% | 3
COc1ccc(NS(=O)(=O)c2c(C)n(C)c(=O)n(C)c2=O)cc1OC | . | 5 | 1% | -5% | i | 6% | -8% | -6% | 5
CCn1nc(NC(=O)c2ccco2)c2cc3ccc(C)cc3nc21 | 0% | 14 | -7% | -2% | . | 3% | -14% | 1% | 4
O=C1CC(c2cccc(Cl)c2)Cc2nc(N3CCOCC3)ncc21 (stereo not drawn) | 4% | 13 | -18% | -15% | i | 10% | 1% | -5% | 12
O=C(CN1CCN(Cc2ccc(F)cc2)C1=O)NCc1cccs1 | -7% | 0 | 0% | 1% | i | 11% | -3% | -3% | 6
CCOc1cc2[nH]c(=S)n(CCCOC)c(=O)c2cc1OCC | 0% | 5 | 6% | 0% | i | 9% | 4% | 0% | 11
COc1ccc(Cl)cc1N(CC(=O)N1CCC(C)CC1)S(C)(=O)=O | 10% | 6 | -6% | 2% | i | 16% | 12% | -3% | 12
Cc1ccccc1-c1nc(CN2CCC(C(=O)NCc3cccnc3)CC2)c(C)o1 | -12% | 11 | -11% | -11% | i | 4% | -4% | -10% | 10 | Spn PMK inh pilot replicates=0.0;MK inhibit pilot replicates=4.0;DPM-DC inhibit pilot screen %=0.0
Cc1ccc(Nc2nnns2)cc1C | -7% | 0 | 10% | -6% | i | 19% | 16% | -2% | 4 | Spn PMK inh pilot replicates=0.0;MK inhibit pilot replicates=2.5;DPM-DC inhibit pilot screen %=0.0
COc1cc(NS(=O)(=O)c2ccc(NC(=O)NC3CCCCC3)cc2)nc(OC)n1 | 0% | 13 | . | . | i | 22% | 14% | -11% | 12
CCn1ncc(C(=O)Nc2ccc(S(=O)(=O)N3CCCC3)cc2)c1C | 3% | 19 | -9% | -6% | i | 3% | 6% | -3% | 0
CCCC(=O)N(Cc1cc2ccccc2[nH]c1=O)c1ccccc1OC | -8% | 3 | -5% | 8% | i | 13% | 9% | 2% | 0 | Spn PMK inh pilot replicates=2.5;MK inhibit pilot replicates=1.5;DPM-DC inhibit pilot screen %=3.5
COCCCn1c(-c2ccc(OC)cc2)nc2nc3ccccc3nc21 | 2% | 3 | -3% | -19% | . | 12% | 11% | -2% | 0
Cc1cc(C)nc(N(C#N)S(=O)(=O)c2ccccc2)n1 | 1% | 11 | 1% | 7% | i | 12% | 2% | -3% | 7
COc1ccc(C2CC(C(F)(F)F)n3nc(C(=O)NCc4c(C)nn(C)c4C)c(Cl)c3N2)cc1 (stereo not drawn) | -1% | 10 | 12% | -4% | i | 10% | 11% | -3% | 12
O=C(c1ccc2c(c1)OCO2)N1CCNc2ccccc2C1 | -10% | 11 | 1% | -15% | i | 1% | 1% | -26% | 4 | Spn PMK inh pilot replicates=1.0;MK inhibit pilot replicates=0.0;DPM-DC inhibit pilot screen %=0.0
Cn1c(SCc2ccccc2Cl)nnc1-c1cnccn1 | 8% | 0 | 2% | -23% | i | 9% | -2% | -5% | 11
COc1ccc(C2=CSC3=NCCN23)cc1F | -2% | 12 | 10% | 12% | i | 6% | -25% | -8% | 3
Cc1nc2cc(NC(=O)N3CC4(C)CC3CC(C)(C)C4)ccc2n1C (stereo not drawn) | 4% | 1 | 1% | -14% | i | 10% | 3% | -1% | 10 | Spn PMK inh pilot replicates=2.0;MK inhibit pilot replicates=1.0;DPM-DC inhibit pilot screen %=5.0
Cc1cc(S(=O)(=O)N2CCCC2)c(C)s1 | -3% | 14 | 1% | -8% | i | 4% | -4% | -6% | 10
CCCCn1c(CNC(C)=O)nc2ccccc21 | -6% | 5 | -5% | -10% | i | 4% | 19% | -5% | 0
Cc1ccc(-c2nc(CSCC(=O)N3CCCC3)c(C)o2)cc1 | -5% | 11 | . | . | i | . | . | . | 6

Pulled by structure from the list above, 2 records:
SMILES | HT1080 viability | Spn PMK inh | HPDE-C7K KRASV12 | HPDE-C7 viability | DPM-DC inhibit | Alkaline phosphatase | LYP phosphatase | Bfl-1 inhibitors | MK inhibit | others
CCn1nc(NC(=O)c2ccco2)c2cc3ccc(C)cc3nc21 | 0% | 14 | -7% | -2% | . | 3% | -14% | 1% | 4
COc1cc(NS(=O)(=O)c2ccc(NC(=O)NC3CCCCC3)cc2)nc(OC)n1 | 0% | 13 | . | . | i | 22% | 14% | -11% | 12

Random draw from the library; overall some 3.6% were active at least once.
